Screens (PubChem)
GPR55 activation: GPR55 agonists via beta-arrestin recruitment, primary screen, imaging, U2OS cells, beta-arrestin-GFP redistribution (AID 1961) | U2OS GPR55 beta-arrestin-GFP redistribution imaging; higher % means a stronger effect | G-protein coupled receptor 55 (Homo sapiens) | 0.048% of 290,000 active | one-dose activation, % at 10 µM; EC50 in µM for titrated hits;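 active = activation above 40% with more than 50 cells counted in the well; inconclusive = wells holding fewer than 50 cells, flagged as toxic or sparse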;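 also: U2OS osteosarcoma cells stably expressing GPR55 and beta-arrestin-GFP; plate controls were DMSO negative control for no effect and LPI positive control for full effect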
GPR55 LPI antagonism: GPR55 antagonists blocking LPI-driven arrestin recruitment, primary screen, imaging, U2OS, beta-arrestin-GFP, LPI agonist (AID 2013) | U2OS GPR55 beta-arrestin-GFP translocation imaging, LPI antagonism; higher % means a stronger effect | one-dose inhibition, % at 10 µM; IC50 in µM for titrated hits | 0.13% of 290,000 active;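 active = spots per cell inhibited over 60%, with over 100 cells counted and total cytoplasm intensity under 500,000; inconclusive = wells with under 100 cells, flagged as likely toxic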;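 also: U2OS cells stably carrying GPR55 and arrestin-GFP stimulated by 5 µM LPI near EC80; imaged beta-arrestin-GFP aggregate spots per cell after agonist stimulation; plate controls were LPI-stimulated DMSO wells for no effect and DMSO wells without LPI for full effect; some results filed as inactive read as strong as hits; confirmed hits need IC50 under 10 µM and bright autofluorescent wells are also inconclusive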
KOR beta-arrestin-1: KOR agonists, beta-arrestin recruitment, primary screen, cell-based, luminescence, uHTS (AID 1777); KOR beta-arrestin recruitment, luminescence; higher % means a stronger effect; 0.02% of 280,000 active; Kappa-type opioid receptor (Homo sapiens); one-dose activation, % at 10 µM; EC50 in µM for titrated hits; in the data active = activation above about 50%, passing the limit was not always enough; also: a part of the inactive calls stands beside numbers as strong as those of hits
MgcRacGAP inhibition: MgcRacGAP GTPase-activating activity inhibitors, confirmation, biochemical, ADP Hunter fluorescence; 0.6% of 340,000 active; AID 624330, 2012; Rac GTPase-activating protein 1 (Homo sapiens); MgcRacGAP-stimulated Rac1 GTP hydrolysis, ADP Hunter fluorescence; higher % means a stronger effect; GST-tagged Rac1 F28L mutant substrate; one-dose inhibition, % at 30 µM; IC50 in µM for titrated hits;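 active = first-screen hits whose inhibition reached a set limit at any dose in the follow-up dose series; inconclusive = inhibition above the set first-screen limit but never retested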;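 also: fluorescence reports GDP produced by GAP-driven GTP hydrolysis; strong numbers were not always called active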
HIV fusion peptide: inhibitors of HIV fusion peptide binding, primary screen, biochemical, uHTS, fluorescence dequenching (AID 1986); inhibition, % at 20 µM, or IC50 in µM where a hit was titrated; 0.3% of 290,000 active; cell-free peptide binding, fluorescence dequenching, 30 min; higher % means a stronger effect; in the data active = inhibition mostly above about 52%, no sharp cut-off; inactive = mostly below about 76%; also: some results filed as inactive read as strong as hits
HEK293 NOD2/NF-kB: NOD2 signaling inhibitors, cell-based, luminescence, uHTS, HEK293 (AID 1566); inhibition, % at 4 µM; hits with a dose series show EC50 in µM; 0.63% of 290,000 active; HEK293 NOD2/NF-kB luciferase reporter, luminescence; higher % means a stronger effect; also: many of its hits are not listed in these tables
Large T inhibition: SV40 large T antigen inhibitors, biochemical (AID 1903). SV40 large T antigen ATPase/helicase inhibition assay; higher % means a stronger effect. inhibition, % at 20 µM; hits with a dose series show IC50 in µM. 0.39% of 310,000 active; in the data active = a potency from the dose series; inconclusive = inhibition mostly from about 32% at the one dose, without a potency; inactive = the rest, 99 in 100 with inhibition below about 32%; also: strong numbers were not always called active
NOD1 NF-kB reporter: NOD1 signaling inhibitors, primary screen, cell-based, luminescence, uHTS (AID 1578); NOD1-driven NF-kB luciferase reporter cells, luminescence; higher % means a stronger effect; one-dose inhibition, % at 4 µM; EC50 in µM for titrated hits; 1% of 290,000 active; in the data active = inhibition mostly above about 36%, no sharp cut-off; inactive = mostly below about 34%;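 also: HEK-293T reporter cells stimulated with the NOD1 agonist gamma-tri-DAP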
KOR beta-arrestin-2: KOR antagonists, beta-arrestin recruitment, cell-based, luminescence, uHTS (AID 1778) | Kappa-type opioid receptor (Homo sapiens) | KOR beta-arrestin recruitment, luminescence, antagonist mode; higher % means a stronger effect | 0.091% of 290,000 active | inhibition, % at 10 µM; hits with a dose series show IC50 in µM; also: strong numbers were not always called active
The depositor's hits bear a star; ? = inconclusive; . = not tested or not shown; [ ] = another dose, or the depositor's remark. Rule as the data show it, unless noted: active = inhibition above about 50%; inactive = the rest.

canonical_smiles | GPR55 activation | GPR55 LPI antagonism | KOR beta-arrestin-1 | MgcRacGAP inhibition | HIV fusion peptide | HEK293 NOD2/NF-kB | Large T inhibition | NOD1 NF-kB reporter | KOR beta-arrestin-2
O=C(NCc1ccccc1)C(c1ccccc1)N(Cc1cccs1)C(=O)c1cnccn1 (configuration not stated) | -0.1% | -2% | -0.4% | 6% | -1.3% | -11% | 8% | -24% | -3%
CC1(C)CC(=O)C(C=NCCN2CCN(C(=S)Nc3cccc(Cl)c3)CC2)=C(O)C1 | 0.3% | -5% | 5.2% | -1% | -0.7% | 6% | 13% | 12% | -21%
CC(=O)c1cccc(N(CC(=O)NC2CCCCC2)C(=O)CCC(=O)Nc2nc(C)cs2)c1 | 0.5% | 6% | 2.5% | 0% | 0.4% | 18% | 7% | 32% | -12%
Cc1ccc(N(C)S(=O)(=O)c2ccc(-c3cc(C)no3)s2)cc1 | 0.2% | -9% | -3.8% | -21% | -0.6% | -31% | 10% | -1% | -39%
COc1ccc(-c2noc(N3CCC(C(=O)Nc4ccc(OC)c(OC)c4)CC3)n2)cc1 | -0.1% | -2% | -2.9% | 3% | 1.3% | 14% | -2% | 8% | 7%[20 µM]
Cc1cc(C)c2c3c(sc2n1)C(=O)N(C)CC(=O)N3 | -0.2% | 11% | 3.9% | 5% | 0.7% | -8% | 3% | -17% | 5%
CC(C)N(CC(N)=O)c1ncnc2sc(-c3ccccc3)cc12 | 0.0% | 4% | -2.1% | 12% | 0.0% | -24% | 9% | 5% | 3%
CCCOC(=O)c1ccc(NS(=O)(=O)c2cccs2)cc1 | -0.2% | -6% | 8.1% | 4% | -1.4% | -5% | 16% | -2% | -18%
CCOc1ccc2ccccc2c1/C=N/NC(=O)c1ccncc1 | 0.3% | 3% | 1.2% | 12% | 1.9% | 3% | 10% | -3% | -38%
COc1cccc(OC)c1C(=O)NC(=O)Nc1c(C)cccc1C | 0.5% | -8% | -4.7% | 4% | -0.4% | 14% | -4% | 7% | 24%
Cc1ncc([N+](=O)[O-])n1Cc1ccc(Cl)cc1 | -0.2% | -13% | . | -3% | -0.3% | 12% | 17% | -7% | -13%[20 µM]
CC(=O)Nc1ccc(S(=O)(=O)Nc2nc3ccccc3nc2Nc2cccc(O)c2)cc1 | 0.5% | -8% | 3.3% | 9% | 12% | 8% | 10% | -14% | 11%
CC(=O)c1ccc(NC(=O)CSc2nccn2C)cc1 | 0.6% | 16% | 3.6% | 9% | -0.3% | 7% | 7% | -2% | 11%
CSc1nc2ccc(NS(=O)(=O)c3ccc(Br)s3)cc2s1 | -0.2% | -5% | -2.0% | 2% | 5.8% | 19% | 7% | 15% | 28%
Cc1ccc2c(c1)C1(SCCS1)C(=O)N2 | -0.1% | 10% | 5.9% | 8% | 0.9% | -8% | -4% | 6% | -19%
O=C(COc1ccccc1[N+](=O)[O-])N1CCCc2ccccc21 | 0.2% | -1% | 3.4% | 10% | -1.8% | 0% | 3% | -6% | -37%
O=C(ONC1=NCCCCC1)c1ccc(Cl)cc1 | -0.1% | 18% | 0.2% | 9% | 2.0% | -16% | 9% | 18% | -14%
Cc1cccc(C(=O)Nc2cc(OCc3cccc(F)c3)c(Cl)cc2Cl)c1 | 0.2% | 2% | -5.0% | 9% | -0.2% | -4% | 1% | -25% | 24%
NS(=O)(=O)c1cccc(NC(=O)c2cccs2)c1 | -1.1% | 9% | 0.0% | -8% | 0.2% | 16% | 15% | 3% | 18%
CCC(=O)NC(c1cccs1)c1ccc2cccnc2c1O (configuration not stated) | 0.0% | 17% | 0.8% | 4% | -2.9% | 46% | 17% | 17% | -7%
CC(=O)Nc1cc(C(=O)N2CCc3ccccc3C2)ccc1Sc1ccc(C)cc1 | -0.4% | 22% | -1.3% | 5% | 0.3% | -8% | 5% | -21% | 6%
COc1c(-c2ccc(O)c(O)c2)oc2cc(O)cc(O)c2c1=O | 0.0% | -13% | -2.7% | 30µM* | 18% | -36% | 9% | -1% | 9%
CCOC(=O)N1CCC2(CC1)C(C#N)=C(N)OC1=C2C(=O)CCC1 | -0.2% | -4% | . | 2% | -0.7% | 16% | 22% | -71% | -42%[20 µM]
Cc1ccc(C(=O)Nc2ccccc2C(=O)NCc2cccnc2)cc1 | 0.0% | -1% | 0.3% | 7% | 1.0% | 7% | 24% | -28% | -15%
Cc1cc(NC(=O)C2C3C=CC(C3)C2C(=O)O)no1 (configuration not stated) | 0.3% | -4% | 5.7% | 7% | 17% | -4% | 17% | -12% | 11%
COc1ccc2cc(C(=O)CS(=O)(=O)c3ccccc3)c(=O)oc2c1 | -0.1% | -5% | 5.4% | 5% | 0.0% | 18% | 4% | -10% | 8%
O=C(CN1C(=O)C2C3C=CC(C3)C2C1=O)NCC1COc2ccccc2O1 (configuration not stated) | -0.1% | 5% | -10% | -1% | -1.1% | 3% | 0% | 12% | -6%
Fc1ccc(C2=Nn3c(Cc4ccccc4)nnc3SC2)cc1 | -0.2% | 10% | -2.1% | 6% | -2.6% | -2% | 14% | 8% | 21%
N#Cc1ccccc1Cn1cc(C#N)c2ccccc21 | 0.2% | -6% | 3.9% | 5% | -1.5% | 16% | 17% | -6% | -69%
S=C1NCN(Cc2ccccc2)CN1 | -0.2% | -4% | 2.4% | 2% | -1.7% | -1% | 4% | 0% | .

Continued; the last 6 above are carried over.
canonical_smiles | GPR55 activation | GPR55 LPI antagonism | KOR beta-arrestin-1 | MgcRacGAP inhibition | HIV fusion peptide | HEK293 NOD2/NF-kB | Large T inhibition | NOD1 NF-kB reporter | KOR beta-arrestin-2
Cc1cc(NC(=O)C2C3C=CC(C3)C2C(=O)O)no1 (configuration not stated) | 0.3% | -4% | 5.7% | 7% | 17% | -4% | 17% | -12% | 11%
COc1ccc2cc(C(=O)CS(=O)(=O)c3ccccc3)c(=O)oc2c1 | -0.1% | -5% | 5.4% | 5% | 0.0% | 18% | 4% | -10% | 8%
O=C(CN1C(=O)C2C3C=CC(C3)C2C1=O)NCC1COc2ccccc2O1 (configuration not stated) | -0.1% | 5% | -10% | -1% | -1.1% | 3% | 0% | 12% | -6%
Fc1ccc(C2=Nn3c(Cc4ccccc4)nnc3SC2)cc1 | -0.2% | 10% | -2.1% | 6% | -2.6% | -2% | 14% | 8% | 21%
N#Cc1ccccc1Cn1cc(C#N)c2ccccc21 | 0.2% | -6% | 3.9% | 5% | -1.5% | 16% | 17% | -6% | -69%
S=C1NCN(Cc2ccccc2)CN1 | -0.2% | -4% | 2.4% | 2% | -1.7% | -1% | 4% | 0% | .
CCCc1nc2sc(C(=O)OCC)c(N)c2c2c1COC(C)(C)C2 | 0.0% | -6% | 17% | 8% | -2.1% | 12% | 1% | 8% | -27%
O=C(O)C(=O)/C(=C\c1ccsc1)c1ccc2ccccc2n1 | 0.6% | 11% | 2.5% | 5% | 3.6% | -58% | 15% | -15% | 21%
O=C(CN1CCC(NC(=O)C2CC2)CC1)Nc1cccc(F)c1 | 0.2% | -12% | -2.2% | 1% | -1.5% | 13% | 9% | -23% | 0%
O=C(CC1S/C(=N/N=C/c2c[nH]c3ccc(OCc4ccccc4)cc23)NC1=O)Nc1ccccc1 (configuration not stated) | 0.1% | -19% | 0.8% | -3% | -1.5% | 11% | 23% | -17% | -44%
Cc1c(C)c2c(OCC(=O)N[C@@H](Cc3ccccc3)C(=O)O)cc3c(c2oc1=O)CCC(C)(C)O3 | 0.7% | 3% | -0.3% | -1% | 6.4% | 14% | 4% | -15% | 10%[20 µM]
O=C(CSc1nnc(-c2ccco2)n1Cc1ccccc1)NC(=O)NCc1ccco1 | -0.3% | 44% | -0.5% | 8% | -0.8% | 21% | 7% | -9% | 6%
Cc1cc(C)cc(N(CC(=O)NCCSCc2ccco2)S(C)(=O)=O)c1 | -0.1% | 12% | . | 9% | -1.8% | -1% | 27% | 8% | -17%[20 µM]
COc1ccc(S(=O)(=O)N2CCN(CC(=O)NC3CCCC3)CC2)cc1 | 0.3% | 3% | -2.9% | 8% | 0.7% | 9% | -4% | 2% | 11%
O=C(CN1CCN(C(=O)c2ccco2)CC1)Nc1ccc(Cl)c(C(F)(F)F)c1 | -0.1% | -11% | 1.6% | 9% | 3.2% | -11% | -3% | -28% | -50%
Cc1ccc(NC(=O)c2cc(NC(=O)c3ccco3)ccc2N2CCOCC2)cc1Cl | 0.2% | 5% | -4.2% | -19% | 1.3% | 0% | -2% | -36% | -43%
O=c1[nH]c2ccccc2n2c(-c3ccccc3)nnc12 | -0.2% | -8% | -0.3% | ? | 9.8% | 1% | 59% | -8% | -10%
C/C(=N/NC(=O)c1ccco1)c1cccc(NC(=O)c2ccc(C)s2)c1 | 0.5% | 9% | -0.8% | 4% | -0.9% | -12% | 6% | -32% | -4%
CCN(CC)S(=O)(=O)c1ccc(N2CCCC2)c(NC(=O)Cc2c(F)cccc2Cl)c1 | 0.0% | -1% | 11% | -1% | -0.6% | -2% | 8% | -20% | -12%
Cc1sc2ncn(C(C)C(=O)OC3CCCCC3)c(=O)c2c1C (configuration not stated) | -0.1% | -2% | 1.5% | 5% | -0.5% | -10% | 8% | 8% | -22%
CC1CCC2(CC1)NC(=O)N(CC(=O)Nc1ccc3c(c1)OCCO3)C2=O (configuration not stated) | -0.5% | -1% | -0.7% | 5% | -1.1% | -33% | 4% | -45% | -44%
CCN(CC)CCCNC(=S)Nc1ccc(Br)cc1 | 0.2% | 0% | . | 4% | -1.8% | 22% | 16% | -29% | -26%[20 µM]
O=C(NC1CC1)C1=C[C@H](c2ccccc2)C[C@H](OCc2ccc(CO)cc2)O1 | 0.2% | -12% | -4.0% | 9% | -1.0% | 4% | 12% | -38% | 10%
FC(F)(F)c1cnc2c(-c3ccc(Cl)cc3Cl)noc2c1 | 0.0% | 3% | 0.8% | 11% | 1.6% | -2% | 9% | -3% | -31%
CCN(CC)C(=O)c1sc(NC(=O)C(C)C)c(C#N)c1C | -0.2% | 8% | -1.6% | 1% | -1.1% | 12% | 4% | -22% | -2%

This is a subset; count on the stated rates, not on these rows.
